Source: PubChem BioAssay
ASAP1 GAP inh: blocks human ASAP1-stimulated Arf1 GTP hydrolysis. Q9ULH1. GDP FP detection. inhibition, % at 16.5 µM. 0.19% of 360,000 active. AID 624377; in the data active = inhibition above about 25%;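 note: 0% = vehicle with enzyme and substrate and 100% = no enzyme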
Target sequence (Q9ULH1 325-724 limits assumed): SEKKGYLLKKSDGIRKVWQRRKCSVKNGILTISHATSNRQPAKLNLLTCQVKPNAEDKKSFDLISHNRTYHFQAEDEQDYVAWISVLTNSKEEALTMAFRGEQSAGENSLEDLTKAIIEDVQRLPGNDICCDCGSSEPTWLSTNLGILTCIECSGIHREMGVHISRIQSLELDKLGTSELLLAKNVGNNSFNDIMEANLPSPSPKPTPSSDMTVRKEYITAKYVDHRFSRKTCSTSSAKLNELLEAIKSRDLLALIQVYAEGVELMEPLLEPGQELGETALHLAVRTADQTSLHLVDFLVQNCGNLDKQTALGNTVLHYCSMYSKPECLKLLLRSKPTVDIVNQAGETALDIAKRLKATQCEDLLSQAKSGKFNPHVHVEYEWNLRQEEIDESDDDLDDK
ARFGAP1 inhibitor: inhibits rat ARF GTPase activating protein 1; Q62848; Arfgap1-stimulated ARF1 GTP hydrolysis, GDP FP detection; inhibition, % at 16.5 µM; 0.26% of 360,000 active; AID 651572;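 active = inhibition above a per-plate limit, mean inhibition of low control wells plus 3 SD, cut at about 25% in these data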;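 note: 0% = DMSO wells with enzyme and 100% = wells lacking Arfgap1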
Target sequence (Q62848 1-136 limits assumed): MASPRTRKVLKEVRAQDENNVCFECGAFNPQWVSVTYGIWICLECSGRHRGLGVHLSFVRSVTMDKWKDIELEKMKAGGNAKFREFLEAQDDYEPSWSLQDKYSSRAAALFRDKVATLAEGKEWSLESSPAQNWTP
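Material: rat Arfgap1 catalytic domain, aa 1-136; also added: human ARF1(Δ1-17)-GTP substrate; compound dosing: one concentration, 16.5 µM, DMSO 1.26%; incubation: GTP hydrolysis reaction 2 h at 25 °C; measured by: Tracer-displacement fluorescence polarization with EDTA stop, 620/688 nm; evaluation: % inhibition from polarization; repeats: one replicate per compound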
SMARCA2 act: SMARCA2 function activation, primary screen. MG213 cells, MMTV-luciferase reporter, dexamethasone, overnight. 1% of 370,000 active. activation, % at 9.1 µM. AID 652017; in the data active = activation above about 7.8%;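 note: 0% = vehicle wells and 100% = reference activator wells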
HTRA1 inh: HTRA1 (human) protease inhibition. inhibition, % at 5.96 µM. recombinant HTRA1, FP-rhodamine activity-based probe, fluorescence polarization. 0.5% of 340,000 active; in the data active = inhibition above about 36%;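 note: 0% = enzyme with DMSO and 100% = wells lacking enzyme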
Target sequence (Q92743 whole entry, looked up): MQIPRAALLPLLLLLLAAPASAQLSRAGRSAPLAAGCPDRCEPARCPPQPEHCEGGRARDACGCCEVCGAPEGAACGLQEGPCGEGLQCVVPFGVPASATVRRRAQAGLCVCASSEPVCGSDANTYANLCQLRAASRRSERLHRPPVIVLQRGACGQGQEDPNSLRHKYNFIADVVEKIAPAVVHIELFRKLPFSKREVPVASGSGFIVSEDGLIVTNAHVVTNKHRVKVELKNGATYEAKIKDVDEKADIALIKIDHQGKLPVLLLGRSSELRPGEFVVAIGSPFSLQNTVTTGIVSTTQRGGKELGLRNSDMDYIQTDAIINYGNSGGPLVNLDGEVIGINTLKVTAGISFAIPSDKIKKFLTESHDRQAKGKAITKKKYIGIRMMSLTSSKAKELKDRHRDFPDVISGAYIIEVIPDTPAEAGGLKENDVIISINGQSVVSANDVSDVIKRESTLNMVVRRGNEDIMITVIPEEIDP
NPR1 activator: GC-A (human) enzyme activation. HEK293 GC-A cells, cGMP TR-FRET, EC30 ANP; 0% at EC30 ANP, 100% saturating ANP. P16066. AID 1671463. 0.14% of 370,000 active. activation, % at 10 µM; in the data active = activation above about 40%
Rev-erbA mod: modulators of human Rev-erb alpha DNA binding. P20393. Rev-erbα–FITC-DNA binding, fluorescence polarization, 90 min. activity, % at 10 µM. 0.79% of 370,000 active. AID 1259318;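 active = activity above about 14%, limit read from the data; passing the limit was not always enough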;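 note: 0% = DMSO wells with 35 nM protein and 100% = DMSO wells with 750 nM protein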
mABHD4 FP: ABHD4 (mouse) inhibition, primary FP screen. purified mABHD4, FP-Rh probe fluorescence polarization. inhibition, % at 8.92 µM. Q8VD66. 0.54% of 370,000 active. AID 720543;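 active = inhibition exceeding the mean over every tested compound plus 3 SD, cut at about 30% in these data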;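 note: 0% = plate median of compound wells and 100% = S159A mutant with DMSO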
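Assay system: wild-type mouse ABHD4 protein; compound: single nominal dose of 8.92 µM, 0.89% DMSO final; schedule: 45 min + 60 min at 25 °C; measured by: FP readout, ex 525 nm / em 598 nm; evaluation: % inhibition of FP-Rh probe binding versus controls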
rCAG binder: r(CAG) repeat RNA binding. TO-PRO-1 dye displacement fluorescence. inhibition, % at 3 µM. 1.3% of 370,000 active;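 active = inhibition above the plate cutoff, the mean of all test compounds on that plate plus 3 SD, cut at about 35% in these data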;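 note: 0% = DMSO alone and 100% = 100 µM mitoxantrone as full dye displacement; higher means more dye released from RNA so lower well fluorescence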
NPR2 activator: GC-B (human) receptor activation. P20594. HEK293-GC-B cells, CNP EC30, cGMP TR-FRET; 0% at EC30 CNP, 100% saturating CNP. activation, % at 10 µM. 0.11% of 370,000 active;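 active = activation at 10 µM reaching about 35% in either raw or pattern-adjusted values, limit read from the data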
PG9 binder: PG9 antibody binding by small molecule; TR-FRET gp120-PG9 antibody binding; 0.43% of 360,000 active; inhibition, % at 6.7 µM; in the data active = inhibition above about 8.5%
* = called active by the depositor.

For Cc1nc(-c2ccc(C(=O)Nc3cccc(Br)c3)cc2)cs1 the results were ASAP1 GAP inh 6, ARFGAP1 inhibitor -10, SMARCA2 act -2, HTRA1 inh -58, NPR1 activator -4, Rev-erbA mod 5, mABHD4 FP -11, rCAG binder 5, NPR2 activator 3 and PG9 binder -2.9.
O=C(OCC(=O)N1CCCc2ccccc21)c1cc(Br)ccc1O was read as ASAP1 GAP inh -1, ARFGAP1 inhibitor 4, SMARCA2 act -2, HTRA1 inh -7, NPR1 activator -3, Rev-erbA mod 36*, mABHD4 FP -5, rCAG binder -6, NPR2 activator 0 and PG9 binder -0.5.
O=C(Nc1ccc2c(c1)CCC2)c1ccc(F)cc1 was read as ASAP1 GAP inh 3, ARFGAP1 inhibitor -13, SMARCA2 act 7, HTRA1 inh -8, NPR1 activator 3, Rev-erbA mod -2, mABHD4 FP -7, rCAG binder -2, NPR2 activator 3 and PG9 binder 1.3.
`O=C(CCN1CCOCC1)NNC(=O)/C(=C/c1ccccc1)NC(=O)c1ccccc1` gave ASAP1 GAP inh 2, ARFGAP1 inhibitor 4, SMARCA2 act -1, HTRA1 inh -5, NPR1 activator 8, Rev-erbA mod -3, mABHD4 FP -3, rCAG binder -1, NPR2 activator 7 and PG9 binder -1.6.
O=C(CS(=O)CC(=O)N(CC(=O)NC1CCCC1)c1ccc2c(c1)OCCO2)Nc1ccc(F)cc1 (stereo unspecified) was read as ASAP1 GAP inh -1, ARFGAP1 inhibitor -4, SMARCA2 act -2, HTRA1 inh 1, NPR1 activator 3, Rev-erbA mod 1, mABHD4 FP 3, rCAG binder 0, NPR2 activator 3 and PG9 binder 0.5.
For CCc1nc2ccc(C(=O)N3CCN(c4ccccc4)CC3)cc2nc1CC the results were ASAP1 GAP inh 1, ARFGAP1 inhibitor -1, SMARCA2 act -1, HTRA1 inh -1, NPR1 activator 0, Rev-erbA mod 0, mABHD4 FP 1, rCAG binder -8, NPR2 activator -3 and PG9 binder 0.3.
Screening O=C(Nc1nccs1)c1nc[nH]c1C(=O)N1CCN(c2ccccc2)CC1 returned ASAP1 GAP inh 11, ARFGAP1 inhibitor 11, SMARCA2 act 0, HTRA1 inh -6, NPR1 activator -4, Rev-erbA mod -2, mABHD4 FP -2, rCAG binder 0, NPR2 activator -5 and PG9 binder 0.9.
`Cc1ccc(C)c(N(C(=O)CNC(=O)c2ccco2)C(C(=O)NC2CCCCC2)c2cccnc2)c1` (stereo unspecified) gave ASAP1 GAP inh 8, ARFGAP1 inhibitor 4, SMARCA2 act -2, HTRA1 inh 0, NPR1 activator 0, Rev-erbA mod -3, mABHD4 FP 10, rCAG binder 0, NPR2 activator 0 and PG9 binder 1.4.
For N#CC1=C(N)N(c2ccccc2C#N)C2=C(C(=O)CCC2)C1c1ccsc1 (stereo unspecified) the results were ASAP1 GAP inh 3, ARFGAP1 inhibitor -9, SMARCA2 act 0, HTRA1 inh -2, NPR1 activator 15, Rev-erbA mod 6, mABHD4 FP 7, rCAG binder 2, NPR2 activator 16 and PG9 binder -1.0.
For CC(=O)N/C(=C\c1ccccc1Cl)C(=O)O the results were ASAP1 GAP inh 2, ARFGAP1 inhibitor -6, SMARCA2 act 1, HTRA1 inh 13, NPR1 activator -1, Rev-erbA mod -2, mABHD4 FP 2, rCAG binder -3, NPR2 activator 1 and PG9 binder -1.9.
Screening COc1cccc(CNS(=O)(=O)c2cn(C)cn2)c1 returned ASAP1 GAP inh 6, ARFGAP1 inhibitor 6, SMARCA2 act 0, HTRA1 inh 1, NPR1 activator 1, Rev-erbA mod 2, mABHD4 FP 3, rCAG binder -1, NPR2 activator 0 and PG9 binder 0.0.
For O=C(/C=C/c1ccccc1)Nc1cc(S(=O)(=O)N2CCOCC2)ccc1N1CCOCC1 the results were ASAP1 GAP inh 14, ARFGAP1 inhibitor -6, SMARCA2 act -2, HTRA1 inh 2, NPR1 activator -1, Rev-erbA mod 0, mABHD4 FP 2, rCAG binder -1, NPR2 activator -2 and PG9 binder -0.4.
For COc1cccc(NC(=O)N2CCC(NC(=O)c3ccco3)CC2)c1 the results were ASAP1 GAP inh -5, ARFGAP1 inhibitor -7, SMARCA2 act -2, HTRA1 inh 2, NPR1 activator -3, Rev-erbA mod 5, mABHD4 FP -2, rCAG binder 1, NPR2 activator -5 and PG9 binder 1.6.
`Cc1nc2c(C)cccn2c(=O)c1NC(=O)c1cccs1` gave ASAP1 GAP inh -6, ARFGAP1 inhibitor -2, SMARCA2 act 0, HTRA1 inh -2, NPR1 activator -1, Rev-erbA mod 3, mABHD4 FP -2, rCAG binder -1, NPR2 activator -2 and PG9 binder -1.1.
For Cc1ccc(/C=N/Nc2ccnc3cc(Cl)ccc23)c(C)c1 the results were ASAP1 GAP inh 9, ARFGAP1 inhibitor 17, SMARCA2 act -3, HTRA1 inh -11, NPR1 activator 0, Rev-erbA mod 3, mABHD4 FP 12, rCAG binder 6, NPR2 activator -14 and PG9 binder -0.4.
For O=C(Nc1nccs1)c1cncc(Br)c1 the results were ASAP1 GAP inh 3, ARFGAP1 inhibitor 5, SMARCA2 act -1, HTRA1 inh -2, NPR1 activator 0, Rev-erbA mod 1, mABHD4 FP 5, rCAG binder 0, NPR2 activator -1 and PG9 binder 0.9.
For Cc1nc(CS(=O)(=O)c2ccccc2)cc(N2CCN(c3ccccc3F)CC2)n1 the results were ASAP1 GAP inh 1, ARFGAP1 inhibitor -9, SMARCA2 act -1, HTRA1 inh 1, NPR1 activator -4, Rev-erbA mod -3, mABHD4 FP 4, rCAG binder -2, NPR2 activator -1 and PG9 binder -2.0.
For Cc1cccc(NC(=O)CCCc2ccccc2)c1C the results were ASAP1 GAP inh -13, ARFGAP1 inhibitor -3, SMARCA2 act 0, HTRA1 inh 0, NPR1 activator 7, Rev-erbA mod 12, mABHD4 FP -5, rCAG binder -7, NPR2 activator -1 and PG9 binder -0.2.
CC1CN(C(=O)c2ccc(NS(=O)(=O)c3ccc(F)cc3)cc2)CC(C)O1 (stereo unspecified) was read as ASAP1 GAP inh 4, ARFGAP1 inhibitor 9, SMARCA2 act -3, HTRA1 inh 4, NPR1 activator 1, Rev-erbA mod -5, mABHD4 FP 4, rCAG binder -2, NPR2 activator 0 and PG9 binder -1.0.
`CN(C)C(=S)SCCn1c(N)nc(N(C)C)nc1=O` gave ASAP1 GAP inh -6, ARFGAP1 inhibitor 3, SMARCA2 act 3, HTRA1 inh 16, NPR1 activator -1, Rev-erbA mod 5, mABHD4 FP -2, rCAG binder 1, NPR2 activator -2 and PG9 binder -0.5.
Screening CCCCOc1ccc(C(O)C(CN2CCCCC2)c2ccccc2)cc1 (stereo unspecified) returned ASAP1 GAP inh -3, ARFGAP1 inhibitor 5, SMARCA2 act -5, HTRA1 inh -6, NPR1 activator -2, Rev-erbA mod 2, mABHD4 FP 1, rCAG binder -7, NPR2 activator 3 and PG9 binder 0.7.
Screening CCCOc1ccccc1N1C(=O)CC(N(O)c2ccccc2)C1=O (stereo unspecified) returned ASAP1 GAP inh 12, ARFGAP1 inhibitor 3, SMARCA2 act -3, HTRA1 inh -2, NPR1 activator 5, Rev-erbA mod -1, mABHD4 FP 3, rCAG binder 7, NPR2 activator -2 and PG9 binder -1.7.
CCN(CC)CCn1c(=S)[nH]c2ccc(Br)cc2c1=O was read as ASAP1 GAP inh 13, ARFGAP1 inhibitor 8, SMARCA2 act 6, HTRA1 inh 3, NPR1 activator 3, Rev-erbA mod 4, mABHD4 FP 1, rCAG binder -4, NPR2 activator -2 and PG9 binder -1.0.
Screening CCOc1ccc(NC(=O)c2nnn(CC(=O)Nc3ccccc3OCC)c2N)cc1 returned ASAP1 GAP inh -6, ARFGAP1 inhibitor -13, SMARCA2 act 3, HTRA1 inh 0, NPR1 activator 11, Rev-erbA mod -4, mABHD4 FP 1, rCAG binder -5, NPR2 activator 11 and PG9 binder -1.8.
For Cc1c(O)c2cccnc2[nH]c1=O the results were ASAP1 GAP inh -15, ARFGAP1 inhibitor 2, SMARCA2 act 1, HTRA1 inh 5, NPR1 activator 4, Rev-erbA mod -9, mABHD4 FP -1, rCAG binder -1, NPR2 activator 0 and PG9 binder -0.4.
For CCOC(=O)CCC(NC(=O)c1cncc(O)c1)C(=O)OCC (stereo unspecified) the results were ASAP1 GAP inh 2, ARFGAP1 inhibitor -12, SMARCA2 act -2, HTRA1 inh -1, NPR1 activator 3, Rev-erbA mod 2, mABHD4 FP 3, rCAG binder 0, NPR2 activator 0 and PG9 binder -0.9.
For O=C(Nc1ccc(Oc2ccccc2)nc1)C1CCCCN1Cc1ccc(O)cc1 (stereo unspecified) the results were ASAP1 GAP inh -3, ARFGAP1 inhibitor -3, SMARCA2 act 2, HTRA1 inh -19, NPR1 activator 0, Rev-erbA mod -3, mABHD4 FP 0, rCAG binder -6, NPR2 activator 3 and PG9 binder 0.2.
Screening CCc1ccc(-n2c(=O)c3c(C)c(C(=O)N(C)C)sc3n(CC(=O)NCC3CCCO3)c2=O)cc1 (stereo unspecified) returned ASAP1 GAP inh 7, ARFGAP1 inhibitor -8, SMARCA2 act 3, HTRA1 inh -1, NPR1 activator -1, Rev-erbA mod 0, mABHD4 FP -16, rCAG binder 0, NPR2 activator 1 and PG9 binder -1.1.
`NC(=O)c1nsc(C(=O)N(Cc2cccnc2)C(C(=O)NCc2ccc(F)cc2)c2ccc(F)cc2)c1N` (stereo unspecified) gave ASAP1 GAP inh -2, ARFGAP1 inhibitor 9, SMARCA2 act 1, HTRA1 inh -7, NPR1 activator -5, Rev-erbA mod -4, mABHD4 FP -1, rCAG binder 0, NPR2 activator -3 and PG9 binder -0.9.
Screening Cc1ccccc1N(C(=O)c1cccs1)c1nc2ccccc2s1 returned ASAP1 GAP inh -2, ARFGAP1 inhibitor -7, SMARCA2 act 2, HTRA1 inh -10, NPR1 activator -9, Rev-erbA mod 7, mABHD4 FP -5, rCAG binder 0, NPR2 activator -6 and PG9 binder -2.4.

Sorted by length of the SMILES (low to high): part of the list above
CCN(CC)CCn1c(=S)[nH]c2ccc(Br)cc2c1=O was read as ASAP1 GAP inh 13, ARFGAP1 inhibitor 8, SMARCA2 act 6, HTRA1 inh 3, NPR1 activator 3, Rev-erbA mod 4, mABHD4 FP 1, rCAG binder -4, NPR2 activator -2 and PG9 binder -1.0.
Screening CCCCOc1ccc(C(O)C(CN2CCCCC2)c2ccccc2)cc1 (stereo unspecified) returned ASAP1 GAP inh -3, ARFGAP1 inhibitor 5, SMARCA2 act -5, HTRA1 inh -6, NPR1 activator -2, Rev-erbA mod 2, mABHD4 FP 1, rCAG binder -7, NPR2 activator 3 and PG9 binder 0.7.
For O=C(Nc1ccc(Oc2ccccc2)nc1)C1CCCCN1Cc1ccc(O)cc1 (stereo unspecified) the results were ASAP1 GAP inh -3, ARFGAP1 inhibitor -3, SMARCA2 act 2, HTRA1 inh -19, NPR1 activator 0, Rev-erbA mod -3, mABHD4 FP 0, rCAG binder -6, NPR2 activator 3 and PG9 binder 0.2.
Screening CCOc1ccc(NC(=O)c2nnn(CC(=O)Nc3ccccc3OCC)c2N)cc1 returned ASAP1 GAP inh -6, ARFGAP1 inhibitor -13, SMARCA2 act 3, HTRA1 inh 0, NPR1 activator 11, Rev-erbA mod -4, mABHD4 FP 1, rCAG binder -5, NPR2 activator 11 and PG9 binder -1.8.
